High-throughput results (PubChem)
RAD52 anneal inh: RAD52 (human) annealing inhibition; P43351; recombinant RAD52 DNA annealing, FRET fluorescence; inhibition, % at 18.7 µM; actives 0.46% (n = 360,000);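 active means every replicate showing at least 50% inhibition; inconclusive means mean inhibition at least 50% but not in every replicate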
Target sequence (P43351 whole entry, looked up): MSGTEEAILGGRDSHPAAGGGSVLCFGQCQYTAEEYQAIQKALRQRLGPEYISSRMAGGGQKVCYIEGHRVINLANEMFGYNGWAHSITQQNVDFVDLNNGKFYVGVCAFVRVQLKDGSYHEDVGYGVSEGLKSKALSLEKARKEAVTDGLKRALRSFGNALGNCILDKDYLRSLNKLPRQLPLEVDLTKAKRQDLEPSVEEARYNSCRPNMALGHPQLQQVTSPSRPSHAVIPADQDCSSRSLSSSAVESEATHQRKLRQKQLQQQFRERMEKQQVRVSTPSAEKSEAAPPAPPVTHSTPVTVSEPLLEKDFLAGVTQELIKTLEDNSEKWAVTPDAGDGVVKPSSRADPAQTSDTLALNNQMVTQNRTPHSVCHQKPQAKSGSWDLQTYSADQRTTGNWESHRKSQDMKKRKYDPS
Casp6 inh: inhibitors of human caspase-6. P55212. purified caspase-6, Z-VEID-R110 cleavage fluorescence. inhibition, % at 12.5 µM. actives 0.53% (n = 350,000). AID 686996;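 active means mean inhibition across replicates at least about 35%, with every replicate also reaching that limit, limit read from the data; inconclusive means only one of the two criteria met; inactive means neither criterion met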;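 further: 0% = median of neutral control wells and 100% = no fluorescence left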
PglD inh: inhibitors of Campylobacter jejuni PglD acetyltransferase | inhibition, % at 12.5 µM | actives 0.098% (n = 360,000) | purified PglD enzyme, DTNB colorimetric CoA detection; in the data active means inhibition above about 16%, passing the limit was not always enough; inconclusive means no clear call, values can overlap the other calls; further: strong numbers were not always called active
ERp5 block: inhibitors of human ERp5; Q15084; inhibition, % at 9.99 µM; ERp5 insulin aggregation, absorbance 650 nm, 90 min; actives 0.05% (n = 350,000); AID 651711;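 active means mean replicate inhibition above about 25%, with every replicate also reaching it, limit read from the data, passing the limit was not always enough; inconclusive means only one of those two criteria met; inactive means neither criterion met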
Target sequence (Q15084 whole entry, looked up): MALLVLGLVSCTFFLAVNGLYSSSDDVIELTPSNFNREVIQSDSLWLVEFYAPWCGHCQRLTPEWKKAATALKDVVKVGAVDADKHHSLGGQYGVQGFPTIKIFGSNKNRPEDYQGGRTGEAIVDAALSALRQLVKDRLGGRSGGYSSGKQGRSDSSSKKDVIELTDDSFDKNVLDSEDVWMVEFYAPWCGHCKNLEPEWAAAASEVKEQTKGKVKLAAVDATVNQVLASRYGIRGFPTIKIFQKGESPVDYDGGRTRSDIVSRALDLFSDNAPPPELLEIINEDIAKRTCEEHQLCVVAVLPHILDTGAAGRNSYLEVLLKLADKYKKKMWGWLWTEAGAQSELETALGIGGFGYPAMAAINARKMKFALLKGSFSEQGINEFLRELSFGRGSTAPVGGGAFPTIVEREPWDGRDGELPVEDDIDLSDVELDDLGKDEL
esBAF inh: SWI/SNF esBAF complex inhibition; mouse ES cells, Bmi1-luciferase knock-in reporter, 24 h; 100% = twice the neutral-well signal; reporter increase, % at 12.5 µM; actives 2% (n = 350,000); AID 602393; in the data active means activation above about 40%; inconclusive means no clear call, values can overlap the other calls;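 further: 0% = median of the plate's neutral control wells and 100% = double that signal; a rise in the Bmi1 reporter signal indicates esBAF inhibition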
E-selectin induc: induces E-selectin expression in human endothelial cells; HUVEC E-selectin immunofluorescence imaging; normalized: neutral wells 0, TNF-alpha wells 100; P16581; AID 686992; actives 0.37% (n = 260,000); activation, % at 7.58 µM;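 active means mean E-selectin-positive cell signal at least 10% of the positive control, reached in at least 60% of replicates, without over 20% cell loss; inconclusive means no rule given, readout overlaps actives, possibly toxicity-flagged; inactive means the rest, including those meeting only one limit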;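 further: in these data hits start at about 27%; measured in HUVEC primary endothelial cells; signal is the percent of cells scored E-selectin positive by PE staining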
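Read-out: % PE-positive cells | Test system: HUVEC | Doses: One compound dose added by pin transfer | Buffer or medium: EGM-2 over gelatin coat | Signal: Immunofluorescence imaging | Benchmarks: TNF-alpha, DMSO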
ARNT-TACC3 inh: disruptors of human ARNT/TACC3 interaction. Q9Y6A5. AlphaScreen His-ARNT PAS-B/GST-TACC3 binding, luminescence; TACC3 fragment carries E629A point mutation. inhibition, % at 9.99 µM. actives 0.66% (n = 390,000);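 active means mean inhibition of replicates at least 50% and at least half of replicates each reaching 50%; inconclusive means half or more replicates reach 50% but mean below 50%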;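 further: 0% = complete ARNT plus TACC3 wells and 100% = ARNT alone without TACC3; many hits fall short of the cut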
RAD54 inh: RAD54 (human) branch migration inhibition. Q92698. RAD54 Holliday junction branch migration, FAM/BHQ fluorescence. inhibition, % at 10.4 µM. actives 0.14% (n = 360,000). AID 602329;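 active means mean normalized replicate activity at least 40 and at least half of replicates scoring 40 or more; inconclusive means only one of the two criteria met; inactive means mean below 40 and under half of replicates reaching 40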;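 further: 0% = median of neutral control wells and 100% = median of positive control wells; inhibitors cause a drop in the FAM fluorescence signal; in these data hits start at about 50%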
* = called active by the depositor; ? = inconclusive; / = no result given; & = joins results of further samples.

SMILES	RAD52 anneal inh	Casp6 inh	PglD inh	ERp5 block	esBAF inh	E-selectin induc	ARNT-TACC3 inh	RAD54 inh
CC(C)(CNC(=O)c1ccc([N+](=O)[O-])c(Cl)c1)CNC(=O)c1ccc([N+](=O)[O-])c(Cl)c1	/	/	-18	/	-2	/	4	1
Cc1cc(C)n2nc(SCc3ncc(-c4ccccc4)o3)nc2n1	/	/	4	/	-3	/	-2	-4
O=C(NNC(=S)NC(=O)c1ccc(Br)cc1)c1cccc([N+](=O)[O-])c1	-11	-1	-6	3	-1	-0.4	12	-4
Cc1ccc(C(=O)COC(=O)c2n[nH]c(=O)c3ccccc23)cc1	/	/	-6	/	-6	/	-4	-11
CCC(C)(C)NC(=O)C(c1ccncc1)N(C(=O)c1sc(C)nc1C)c1ccc(F)cc1 (centres undefined)	4	1	/	1	/	/	-2	/
C[C@H]1CN([C@@H](C)CO)S(=O)(=O)c2ccc(C#CC3(O)CCCC3)cc2O[C@H]1CN(C)C(=O)c1cccnc1	11	0	-5	-3	1	/	15	4
NC(=O)CSc1nc2ccccc2nc1SCC(N)=O	0	-5	/	0	/	-0.1	4	/
C[C@@H]1CN([C@@H](C)CO)C(=O)c2cc(NC(=O)Nc3ccccc3)ccc2O[C@H]1CN(C)S(=O)(=O)c1ccccc1	-31	-2	6	-1	-4	-0.4	12	4
CCN1CCc2nc(NC(=O)c3ccc4c(c3)OCCO4)sc2C1	/	/	5	/	41*	/	-4	7
NC(=O)c1ccc(NS(=O)(=O)c2ccc(Br)s2)cc1	-3	5	3	-1	-4	/	2	-5
CC(=O)c1ccc(NC(=O)CCCN2C(=O)/C(=C/C(C)=C/c3ccccc3)SC2=S)cc1	-113	-4	-3	5	/	0.0	6	-4
O=C(COC(=O)CNC(=O)c1ccc(F)cc1)Nc1cccc(S(=O)(=O)N2CCCC2)c1	-11	2	/	-1	/	/	-1	/
CC(C)(C)c1ccc(S(=O)(=O)N2CCN(CC(O)COCC3CCCO3)CC2)cc1 (centres undefined)	0	25	-5	0	-2	-0.3	2	-1
O=C(OCC#CCSc1nnc(-c2ccccc2)o1)c1cccs1	/	/	-2	/	9	/	-4	-4
Cc1ccc[n+](C(C)C(=O)c2ccc(Cl)cc2)c1 (centres undefined)	-3	-8	-5	2	-8	0.2	-11	7
CCC(=O)N1[C@H](C(=O)N[C@@H](C)c2ccccc2)[C@@H](CO)[C@@H]2Cn3c(cccc3=O)[C@@H]21	-4	1	/	3	/	0.4	/	/
CC(Nc1nc(=S)nc(Nc2ccc(F)cc2)[nH]1)c1ccccc1 (centres undefined)	-25	0	-1	1	-5	-0.1	-1	-11
O=C(Cn1cc([N+](=O)[O-])cn1)NCC1CCCO1 (centres undefined)	-12	0	6	7	/	/	4	4
CCc1nn(C(CC)C(=O)NCCCc2ccccc2)c(=O)c2cc3occc3n12 (centres undefined)	-19	5	-3	0	-1	/	-4	-3
Cc1ccc(S(=O)(=O)N[C@H]2CC[C@H](CC(=O)NCc3ccc(Cl)c(Cl)c3)O[C@H]2CO)cc1	-1	1	3	0	7	0.5	-15	0
COc1ccc(-n2nc(C(=O)NCC(=O)NC3CCCC(C)C3C)c3ccccc3c2=O)cc1 (centres undefined)	-11	1	8	-6	0	/	-5	-14
CN(C)C(=O)c1ccc(-c2ccc([C@@H]3[C@@H](CO)N(C(=O)C4CCC4)[C@H]3C#N)cc2)cc1	3	5	4	-10	0	0.9	1	8
Cc1ccc2nc(SCC(=O)NCc3ccco3)nc(=O)n2c1	-6	11	0	6	0	0.4	0	-4
O=C(NCc1cccs1)C(=O)c1cn(CC(=O)N2CCOCC2)c2ccccc12	-5	7	/	6	/	-0.1	-6	/
COc1ccc(-c2sc3ccc(N4CCOCC4)cc3c2C#CCCO)cc1	-18	4	3	-8	-8	1.7	5	-2
O=C(N/N=C/c1ccccc1O)NC12CC3CC(CC(C3)C1)C2	-15	4	0	7	15	-0.4	-6	-1
COc1ccccc1C(=O)Nc1nnc([C@@H]2C[C@H](O)[C@@H](CO)O2)s1	-7	2	1	-5	2	0.4	/	-6
COC(=O)c1sccc1NC(=O)CC1C(=O)NCCN1C(=O)Nc1ccccc1 (centres undefined)	-5	-3	0	6	-2	2.1	-9	4
COCC(=O)N1C[C@@H](C)[C@@H](OC)CN(C)C(=O)c2cc(NS(C)(=O)=O)ccc2OC[C@@H]1C	0	16	1	1	2	0.4	-2	4
Cc1nnc2sc(-c3ccc(-c4ccc(Cl)c(C(F)(F)F)c4)o3)nn12	/	/	-1	/	-8	/	-14	7
Nc1nc(SCCO)[nH]c(=O)c1NC(=O)c1ccc(Br)o1	-20	-1	-6	-2	1	-0.1	-10	-12
C[C@@H]1CCCCO[C@H](CN(C)Cc2ccc(C(F)(F)F)cc2)[C@H](C)CN([C@H](C)CO)C(=O)c2cc(NC(=O)Nc3cccc4ccccc34)ccc2O1	/	/	2	/	-2	0.8	-3	7
C[C@@H](O)C#Cc1ccc([C@@H]2[C@@H](CO)N3CCCCN(S(=O)(=O)Cc4ccccc4)C[C@H]23)cc1	8	1	3	0	-5	0.0	-3	4
Cc1ccc(-c2csc(NC(=O)C3=NN(c4ccccc4)C(=O)CC3)n2)cc1	-13	-1	/	3	/	/	1	/
COc1cc2c(cc1OC)C(C)N(C(=O)c1cc3c(=O)oc4ccc(C)cc4c3s1)CC2 (centres undefined)	-16	-1	1	10	7	/	-5	-13
O=C(NCc1ccccc1)C(CCc1ccccc1)n1c(=O)c(-c2ccccc2)nc2ccccc21 (centres undefined)	-3	-3	/	-7	/	-0.3	/	/
Cn1c(SCc2c(F)cccc2Cl)nnc1-c1cnccn1	/	/	8	/	59*	/	0	-4
CCOc1cccc(-c2cc(NCCc3ccccn3)n3nccc3n2)c1	-3	3	2	0	0	0.1	/	-20
CCOC(=O)c1c(NC(=O)COC(=O)c2nccnc2N)sc(C(=O)N(C)C)c1C	-12	3	4	-1	-3	/	-1	-11
O=C(CCn1c(=O)oc2ccccc21)N(Cc1ccccc1)c1ccccn1	/	/	0	/	2	/	1	9
C[C@H]1CN([C@@H](C)CO)C(=O)c2cccc(NC(=O)C3CC3)c2O[C@@H]1CN(C)C(=O)Nc1ccc2c(c1)OCO2	7	3	9	2	-2	0.1	-1	-13
O=C(c1cc2nc(-c3ccccc3)cc(-c3ccccc3)n2n1)N1CCN(C(=O)c2ccco2)CC1	/	/	5	/	10	/	-1	-3
CCOC(=O)c1c(NC(=O)C[n+]2ccccc2)sc2c1CCCC2	44	-4	/	2	/	3.1	1	/
Cc1ccc2nc(SCC(=O)Nc3ccc(Br)cc3)nc(=O)n2c1	-17	-1	6	0	15	-0.1	-6	1
CC12CCC(=O)N1C(C(=O)NCc1ccc(Cl)cc1Cl)CS2 (centres undefined)	8	3	/	0	/	-1.3	0	/
COc1ccccc1CN1[C@@H]2CN(C(=O)C3CC3)c3ccccc3[C@@H]2[C@@H]1CO	4	2	-1	-1	-1	0.3	5	-6
CCOc1cc(S(=O)(=O)N2CCCCCC2)ccc1F	/	/	-3	/	-3	/	-5	-5
CCCN(C)C[C@@H]1Oc2ncc(Br)cc2C(=O)N([C@@H](C)CO)C[C@@H]1C	1	-5	-1	-5	-5	-1.0	-28	3
Cn1c(CC(=O)NC(C)(C)CO)c(Sc2ccccc2)c2ccccc21	-18	-1	-5	-2	0	12	7	-9
O=S(=O)(NC[C@H]1N[C@@H](CO)[C@H]1c1ccc(C2=CCCC2)cc1)c1ccccc1	-15	-1	3	-1	-20	0.0	-7	5
C[C@@H]1CN([C@@H](C)CO)C(=O)Cc2cc(NS(=O)(=O)c3ccc(Cl)cc3)ccc2O[C@@H]1CN(C)CC1CC1	14	-1	7	-1	2	-0.7	3	-1
CC(=O)N1CCN(C(=S)Nc2cc(S(=O)(=O)N3CCOCC3)ccc2Cl)CC1	-15	1	/	6	/	/	-15	/
CCn1cc(C(=O)N[C@@H](CCSC)C(=O)NCCO)c(=O)c2cc3c(cc21)OCO3	1	0	3	4	0	0.0	4	-4
COc1ccc(N2CC(C(=O)N3CCCC(C)C3)CC2=O)cc1 (centres undefined)	3	-1	1	3	-7	-0.8	-3	-11
CCNC(=O)C[C@H]1CC[C@H]2[C@H](COc3ccc(NC(=O)Nc4ccc(F)cc4)cc3C(=O)N2C)O1	-3	-1	2	-1	-3	0.0	-2	-6
COc1ccc(NC(=O)Nc2ccc3c(c2)CC(=O)N([C@H](C)CO)C[C@@H](C)[C@H](CN(C)Cc2ccccc2)O3)cc1	-2	0	-2	3	7	0.1	0	8
C[C@@H]1CN([C@H](C)CO)C(=O)c2cc(NC(=O)Cn3cnnn3)ccc2O[C@H]1CN(C)C(=O)NC1CCCCC1	-19	-4	-3	8	5	/	1	3
COc1cc(C(F)(F)F)c(C(=O)N(C)Cc2ccc(Cl)c(Cl)c2)cn1	-3	0	-1	-1	/	-0.1	12	5
COc1ccc(C(=O)NC2CCN(S(=O)(=O)c3ccccc3)CC2)cc1	1	1	-3	2	-9	/	-4	5
CCOC(=O)c1oc2ccccc2c1NC(=O)c1cccs1	/	/	1	/	-1	/	-3	3
Continuation:
SMILES	RAD52 anneal inh	Casp6 inh	PglD inh	ERp5 block	esBAF inh	E-selectin induc	ARNT-TACC3 inh	RAD54 inh
CC(=O)N1CCc2cc(S(=O)(=O)Nc3ccccc3N3CCN(C)CC3)ccc21	5	-1	3	5	-8	-0.3	-5	-8
O=C(Nc1nc2ccccc2s1)c1ccc(Cl)s1	4	-2	0	-4	?	/	-1	-1
COC(=O)c1ccc(CNC(=O)Cn2cnc3c(SC)nc(N)nc32)cc1	-7	-5	-5	-3	15	-0.6	-3	0
C[C@H](O)C#Cc1ccc2c(c1)O[C@H](CN(C)C(=O)CC1CC1)[C@H](C)CN([C@@H](C)CO)S2(=O)=O	5	2	-2	-5	3	0.1	-3	1
CN1Cc2c(N3CCOCC3)nc3sc(C(=O)c4ccccc4)c(N)c3c2CC1(C)C	60*	2	/	2	/	0.9	15	/
CCCc1ccc(C(O)c2ncc(-c3cccc(OC)c3)[nH]2)cc1 (centres undefined)	-52	26	10	2	10	0.0	/	-14
C[C@@H]1CN([C@@H](C)CO)C(=O)CCCn2cc(nn2)CO[C@H]1CN(C)S(=O)(=O)c1cccc(F)c1	-7&7&-2	-2&-2&3	-6&0&-2	-2&0&0	-1&3&-5	3.4&0.0	-14&-3	-7&-5&-2
Cc1sc2nc(CSCC(=O)N3CC(C)OC(C)C3)[nH]c(=O)c2c1C (centres undefined)	11	-138	-6	1	0	2.4	1	-6
COc1cccc(CNC(=O)CN2C(=O)CC(c3ccccc3)=Nc3ccccc32)c1	1	2	7	7	5	-3.7	-3	-4
CC(CSc1nc2ccccc2s1)Cn1c(N2CCCC2)nc2c1c(=O)[nH]c(=O)n2C (centres undefined)	/	/	-2	/	8	/	5	-1
CCCCC(CC)CN1CN(CC(CC)CCCC)CC(C)(N)C1 (centres undefined)	33	-1	-1	0	-2	1.1	1	2

Compound profiles, from the list above. Screens in order: RAD52 anneal inh | Casp6 inh | PglD inh | ERp5 block | esBAF inh | E-selectin induc | ARNT-TACC3 inh | RAD54 inh
`CCCc1ccc(C(O)c2ncc(-c3cccc(OC)c3)[nH]2)cc1` (centres undefined) as listed: -52 | 26 | 10 | 2 | 10 | 0.0 | / | -14
`Cc1sc2nc(CSCC(=O)N3CC(C)OC(C)C3)[nH]c(=O)c2c1C` (centres undefined) as listed: 11 | -138 | -6 | 1 | 0 | 2.4 | 1 | -6
`CN1Cc2c(N3CCOCC3)nc3sc(C(=O)c4ccccc4)c(N)c3c2CC1(C)C` as listed: 60* | 2 | / | 2 | / | 0.9 | 15 | /
`COC(=O)c1ccc(CNC(=O)Cn2cnc3c(SC)nc(N)nc32)cc1` as listed: -7 | -5 | -5 | -3 | 15 | -0.6 | -3 | 0
